Compound activity from PubChem BioAssay.
APJ agonist: agonists of human APJ apelin receptor; AID 2520; 330,000 tested, 0.11% active; P35414; CHO-K1 APJ PathHunter beta-arrestin, luminescence; 0% DMSO wells, 100% apelin; activation, % at 20 µM;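 active = activation more than six SD over the plate average, tested at 20 µM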;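 also: 0% = DMSO alone and 100% = apelin-13 at 10 nM; some results filed as inactive read as strong as hits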
Target sequence (P35414 whole entry, looked up): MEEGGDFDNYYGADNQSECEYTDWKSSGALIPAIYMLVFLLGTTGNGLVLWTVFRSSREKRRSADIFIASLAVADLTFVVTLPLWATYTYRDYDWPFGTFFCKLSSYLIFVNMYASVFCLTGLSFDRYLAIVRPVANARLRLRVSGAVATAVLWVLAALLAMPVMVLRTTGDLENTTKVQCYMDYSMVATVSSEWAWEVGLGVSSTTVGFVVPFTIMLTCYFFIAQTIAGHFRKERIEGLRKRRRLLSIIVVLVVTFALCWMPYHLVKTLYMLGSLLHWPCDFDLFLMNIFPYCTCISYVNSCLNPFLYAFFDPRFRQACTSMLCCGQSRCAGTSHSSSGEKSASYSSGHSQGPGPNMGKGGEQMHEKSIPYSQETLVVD
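Assay system: CHO-K1 cells stably expressing ProLink-tagged human APJ and arrestin–beta-gal acceptor. Compound dosing: 20 µM single point, 1% DMSO. Times: 16-18 h seeding, 90 min dark compound exposure, 60 min detection. Detection: beta-gal luminescence. Evaluation: APJ–arrestin association signal. Controls: negative DMSO alone, positive Apelin-13 at 10 nM.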
Jurkat NFkB inh: lowers PMA/ionomycin-induced NF-kB signal in Jurkat cells; inhibition, % at 4 µM; PMA/ionomycin-induced NF-kB luciferase reporter, luminescence; AID 435003; 330,000 tested, 0.53% active; in the data active = inhibition above about 50%
697 NFkB inh: inhibitors of the PMA/ionomycin-induced NF-kB reporter in 697 B cells; inhibition, % at 4 µM; AID 435022; 697 B-cell NF-kB luciferase reporter, 16 h; 330,000 tested, 0.33% active; in the data active = inhibition above about 35%
Mdm2-MdmX inh: disrupts the human Mdm2-MdmX interaction; SaOS-2 split-luciferase Mdm2/MdmX complementation, luminescence; inhibition, % at 8 µM; 330,000 tested, 3% active;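 active = inhibition of at least 50% at 8 µM in the primary screen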
UPR XBP1 act: activators of adaptive arm of unfolded protein response (XBP1); CHO-XBP1 luciferase reporter, IRE1-XBP1 UPR activation, luminescence; percent of tunicamycin response, DMSO as zero; activation, % at 20 µM; 330,000 tested, 0.33% active; AID 463104;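 active = versus positive control, 20 µM dose yields 30% or more activation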;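 also: 100% = tunicamycin at 10 µg/mL and 0% = DMSO only wells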
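Material: CHO cell line with stable XBP1 luciferase reporter; schedule: 16-18 h cell attachment at 37 °C, then 6 h compound exposure; signal: glow luminescence from Steady-Glo reagent; medium: serum-containing F12 medium, 10% FBS; benchmarks: tunicamycin 10 µg/mL and vehicle-only wells; read-out: percent activation relative to tunicamycin reference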
APJ antagonist: APJ receptor antagonism. inhibition, % at 20 µM. CHO-K1 APJ beta-arrestin complementation, luminescence. P35414. 330,000 tested, 0.32% active. AID 2521;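 active = inhibition above about 40% at 20 µM, limit read from the data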;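 also: cells challenged with 10 nM apelin-13 agonist together with compound; plate controls were apelin-13 plus DMSO wells for no effect and DMSO wells lacking apelin-13 for full effect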
tim23-1 inh: growth inhibitors of tim23-1 mutant yeast; 330,000 tested, 1.3% active; inhibition, % at 20 µM; S. cerevisiae tim23-1 growth, BacTiter-Glo luminescence, 24 h;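 active = growth inhibition of the mutant yeast at or above 50%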;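 also: temperature-sensitive mutant grown at 25 °C; plate controls were DMSO-treated mutant yeast for no effect and medium wells lacking yeast for full effect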
UPR CHOP act: apoptotic UPR (CHOP) activation; CHO-CHOP luciferase reporter, luminescence; percent of tunicamycin response over DMSO baseline; activation, % at 10 µM; 330,000 tested, 0.34% active;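 active = at 10 µM dose, activation of 40% or more, normalized to positive control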;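 also: 100% = tunicamycin at 10 µg/mL and 0% = DMSO alone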
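Test system: CHO-CHOP cells, stable luciferase reporter of PERK-eIF2a-CHOP signalling | Quantity: 500 CHO-CHOP cells per well | Buffer or medium: F12 plus 10% serum | Compound dosing: 10 µM single point, 0.5% DMSO | Schedule: 6 h compound treatment, 37 °C | Signal: Luciferase luminescence | Control set: Tunicamycin high control, DMSO low control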
* hit, by the source's call.

SMILES	APJ agonist	Jurkat NFkB inh	697 NFkB inh	Mdm2-MdmX inh	UPR XBP1 act	APJ antagonist	tim23-1 inh	UPR CHOP act
C=CCOc1ccc(C(=O)N(Cc2ccc(N(C)C)cc2)C2CCS(=O)(=O)C2)cc1 (centres undefined)	0	1	12	-32	-1	8	-5	1.5
CCN(c1ccc(NC(=O)COC(=O)c2cc3ccccc3oc2=O)cc1)C(C)C	-2	1	5	1	1	0	7	1.9
Cc1ccc2cc(CNC(C)(C)C)c(=O)[nH]c2c1	0	-3	7	34	-3	-30	4	1.3
Cc1nc2ccc(N=NC3=C(O)CCCC3=O)cc2s1	-2	-49	-105	-10	4	16	0	4.2
O=C(CN1CCN(Cc2ccccc2F)C1=O)NC1CCCC1	-2	13	12	6	0	-15	7	1.2
O=C(Nc1nnc(S(=O)(=O)N2CCCC2)s1)c1ccccc1Br	-2	-4	11	2	-1	-6	17	-0.8
Cc1cc(C)nc(N2CCCC(C(=O)NCCc3ccccc3F)C2)n1 (centres undefined)	-6	-6	-1	23	2	-7	7	0.1
CN(C)/C=C1/N=C(c2ccccc2)OC1=O	-2	-6	-17	21	0	-3	2	6.1
Cc1cccc(C2c3[nH]c4ccccc4c3CCN2C(=O)c2noc3c2CCCC3)n1 (centres undefined)	-2	-17	-12	11	-7	5	35	-1.0
CCc1nnc(NC(=O)CSc2n[nH]c(-c3ccccc3O)n2)s1	-1	-5	11	-1	-3	3	14	-1.9
CSCCC(NC(=O)c1ccco1)C(=O)NCCc1ccc(Cl)cc1 (centres undefined)	-4	-7	-13	-20	2	5	20	1.2
CCn1ncc(NC(=S)NCCc2ccccc2)c1C(N)=O	-2	-7	-5	21	1	-6	-5	-1.3
CS(=O)(=O)Nc1ccccc1C(=O)N1CCOCC1	-7	-2	18	-10	-3	10	8	-0.5
COc1ccc(N2C(=O)N[C@@H](Cc3ccccc3)C2=O)cc1OC	-5	3	6	14	3	12	16	0.0
C[C@H](N)c1nnc(SCC(N)=O)o1	0	9	23	26	-2	3	10	-0.6
NC1=NC(=O)C2(COC(c3cccnc3)OC2)S1 (centres undefined)	0	-2	17	-11	-2	-2	11	-1.6
Cc1cc2c3c(c1)C1(SCC(=O)N1c1ccc(F)cc1)C(=O)N3C(C)(C)CC2C (centres undefined)	-4	-15	2	10	-1	-9	45	-1.2
C=CCN1C(=O)C(CC(=O)O)SC1=Nc1ccc(C)cc1 (centres undefined)	-3	-7	9	19	-3	21	-12	-0.9
O=C(CCNS(=O)(=O)c1cccc2nsnc12)NCCc1ccccc1	3	2	-19	-33	-2	3	22	-0.1
CS(=O)(=O)N(CC(=O)N1CCOCC1)c1ccc(Cl)cc1	2	-2	-13	9	-4	-15	7	2.7
O=c1[nH]c(/C=C/c2ccc(Br)cc2)nc2ccccc12	-1	-123	-157	-25	-6	1	-14	1.2
COc1cc(C2Nc3ccc4ncccc4c3C3=C2C(=O)CCC3)ccc1O (centres undefined)	2	42	-71	21	0	-21	4	5.2
CCN(C(=O)COC(=O)/C=C/c1ccccc1)C1CCCCC1	4	0	-1	2	-2	6	6	2.1
CCc1cccc(C)c1NC(=O)CC(C)(C)CC(=O)O	-3	0	-17	15	0	-1	-15	-0.8
COc1cc(C(=O)Nc2cc(C)c(OCC(=O)N3CCOCC3)c(C)c2)cc(OC)c1OC	-4	5	36*	29	2	0	-2	2.4
CC(=O)Nc1cccc(NC(=O)c2ccco2)c1	-2	12	21	20	2	3	-10	4.7
Cc1ccc2c(CC(=O)NNC(=O)c3ccncc3)coc2c1	-5	-18	-9	-5	3	0	-4	-0.4
O=C(N/N=C\c1cccs1)c1sccc1-n1cccc1	-2	5	7	16	1	-2	5	-0.1
CNC(=S)NCCc1ccccc1	0	16	9	-2	-3	24	12	0.5
CCOc1ccc(-c2c(C(=O)N/N=C(\C)c3cccnc3)nnn2-c2nonc2N)cc1	0	-1	-24	64*	0	8	-23	3.3

Profiles from above.
CCN(C(=O)COC(=O)/C=C/c1ccccc1)C1CCCCC1 is entered as APJ agonist = 4; Jurkat NFkB inh = 0; 697 NFkB inh = -1; Mdm2-MdmX inh = 2; UPR XBP1 act = -2; APJ antagonist = 6; tim23-1 inh = 6; UPR CHOP act = 2.1
COc1cc(C2Nc3ccc4ncccc4c3C3=C2C(=O)CCC3)ccc1O (centres undefined) is entered as APJ agonist = 2; Jurkat NFkB inh = 42; 697 NFkB inh = -71; Mdm2-MdmX inh = 21; UPR XBP1 act = 0; APJ antagonist = -21; tim23-1 inh = 4; UPR CHOP act = 5.2

Other results.
SMILES	APJ agonist	Jurkat NFkB inh	697 NFkB inh	Mdm2-MdmX inh	UPR XBP1 act	APJ antagonist	tim23-1 inh	UPR CHOP act
CN(CC(=O)Nc1ccccc1Cl)C(=O)c1cc(-c2cccs2)nn1-c1ccccc1	-1	6	-13	-6	-4	-10	-6	1.3
O=C(Cn1c2ccccc2c2nc3n(c(=O)c21)CCS3)N1CCCC1	-14	2	17	6	-2	-2	-6	0.2
CCOc1ccc(/C=C2\SC(=S)N(CCCC(=O)NCCCN3CCOCC3)C2=O)cc1	7	11	38*	18	-10	-11	38	-8.2
Cc1ccccc1-n1c(SCC(=O)Nc2cccc3ccccc23)nc(O)cc1=O	-1	8	7	9	-5	-51	5	-1.2
CC(C)OC(=O)c1cc2c(ccn2C)n1CC(=O)N(Cc1ccccc1)c1ccccc1	-4	-8	12	86*	1	-14	38	3.3
Cc1c(C)c2c(OCC(=O)N[C@@H](C(=O)O)c3ccccc3)cc3c(c2oc1=O)CCC(C)(C)O3	-4	15	23	9	-4	-14	-6	-0.2
COc1cc2[nH]c(=O)n(CCCC(=O)NCCc3ccccc3)c(=O)c2cc1OC	-2	7	11	-21	-2	10	-23	-1.6
COc1ccc(-c2nc3n(c(=O)c2C#N)CCCS3)cc1	-3	-11	20	37	-4	17	-12	0.0
COc1ccc(CN2CC(C(=O)NC3CCCCC3)CC2=O)cc1 (centres undefined)	-5	-8	2	13	-2	8	-14	1.3
O=C1CC(c2ccc(F)cc2)CC2=C1C(c1ccc([N+](=O)[O-])o1)Nc1ccccc1N2 (centres undefined)	-1	-11	-1	20	-3	2	6	0.9
Cc1ccc(CNCC(O)(c2ccccc2)c2ccccc2)cc1	-2	-12	-10	16	1	-10	16	2.7
CC(C)(C)CN1C(=O)C(=O)NC[C@@H]1Cc1ccc(O)cc1	-1	12	-1	9	0	15	4	2.0
O=C(NCc1ccco1)C1CC(c2ccc(C(F)(F)F)cc2)=NO1 (centres undefined)	8	50*	1	13	-3	-7	12	0.3
O=C(Nc1nccc(-c2cccs2)n1)c1cccs1	-1	-45	-26	-9	4	10	33	2.7
CN1CCN(c2nc(NCCOC34CC5CC(CC(C5)C3)C4)nc(OCC(F)(F)F)n2)CC1	-4	-15	-14	29	0	-2	-1	0.3
COc1cc(OC)cc(C(=O)NNC(=S)Nc2ccccc2OC)c1	-2	0	-23	-26	-2	12	-5	0.9
CCOC(=O)C(=CNc1ccc(O)c(C(=O)OC)c1)C(=O)OCC	4	12	21	0	0	9	2	1.7
CCOC(=O)C1CCCN(c2c(NCCCN(C)c3ccccc3)c(=O)c2=O)C1 (centres undefined)	-2	2	1	-12	3	1	10	-1.9
Cc1nn(-c2ccccc2)c(N2CCCC2)c1/C=N/NC(=O)c1cccc(S(=O)(=O)Nc2ccc(Cl)cc2)c1	0	13	-17	26	0	-2	15	2.9
O=C(CSc1nc2scc(-c3ccccc3)c2c(=O)[nH]1)Nc1ccccc1	7	-5	-45	9	0	-16	2	-0.2

An excerpt of the results above:
SMILES	APJ agonist	Jurkat NFkB inh	697 NFkB inh	Mdm2-MdmX inh	UPR XBP1 act	APJ antagonist	tim23-1 inh	UPR CHOP act
Cc1ccc(CNCC(O)(c2ccccc2)c2ccccc2)cc1	-2	-12	-10	16	1	-10	16	2.7
CC(C)(C)CN1C(=O)C(=O)NC[C@@H]1Cc1ccc(O)cc1	-1	12	-1	9	0	15	4	2.0
O=C(NCc1ccco1)C1CC(c2ccc(C(F)(F)F)cc2)=NO1 (centres undefined)	8	50*	1	13	-3	-7	12	0.3

The list goes on.
SMILES	APJ agonist	Jurkat NFkB inh	697 NFkB inh	Mdm2-MdmX inh	UPR XBP1 act	APJ antagonist	tim23-1 inh	UPR CHOP act
CCn1c2ccccc2c2cc(NC(=O)CN3CCCC3)ccc21	3	-36	2	-8	-3	-33	14	-0.6
Cc1cc(C)c(C)c(S(=O)(=O)N2CCCCC2C(=O)O)c1C (centres undefined)	0	-2	12	-23	-1	1	20	-0.5
Cc1ccccc1CC(=O)N1CCCc2ccccc21	-3	-3	-6	-2	-4	15	13	0.5
CC1(c2ccccc2)NC(=O)N(CC(=O)NCc2cccc(Cl)c2)C1=O (centres undefined)	0	16	-1	-10	1	17	15	0.5
Cc1nn(-c2ccccc2)nc1C(=O)OCC(=O)N1CCCCC1C (centres undefined)	4	-24	-28	-8	0	-2	18	0.0
CCC(=O)NC(Nc1sc2c(c1C(=O)OC)CCCC2)(C(F)(F)F)C(F)(F)F	5	7	2	3	2	11	25	5.7
O=C(Cn1nc(-c2ccc(Cl)cc2)c2ccccc2c1=O)NCC1CCCO1 (centres undefined)	-1	10	-27	-34	2	5	15	0.5
COc1cccc(-c2cc(C(=O)Nc3ccn(Cc4ccc(C)cc4)n3)no2)c1	-1	21	-5	12	-1	-9	-17	2.1
CCOc1ccc(NC(=O)CN(C)C(=O)C2(c3ccccc3)CC2)cc1OCC	0	5	22	0	-1	1	11	1.7
C=CCc1cccc(CNc2c(C)cc(C)cc2C)c1O	-2	0	9	11	2	-15	20	0.9
COc1cccc(C2CC(c3ccc(F)cc3)Nc3nc(N)nn32)c1 (centres undefined)	-1	15	10	1	-1	12	18	-0.7
O=C(Nc1ccccc1)c1ccc(-c2ccc([N+](=O)[O-])cc2)o1	1	-30	-44	-2	2	-18	8	1.6
O=C1[C@@H]2[C@H](C(=O)N1Cc1ccco1)[C@H]1C=C[C@@H]2C1	0	-12	-5	11	2	0	-10	0.2
Cc1ccc(C2=Nc3ccccc3N(C(=O)c3ccccc3)C(C)C2)cc1 (centres undefined)	-1	25	6	-1	-1	-14	52*	2.2
Cc1c(C(=O)O)sc(=S)n1-c1ccccc1	-1	2	10	-14	-1	0	13	-1.1
Cc1ccccc1NC(=O)Cn1c(CCC(=O)O)ccc1-c1cccs1	-2	18	6	6	1	23	23	-2.1
O=c1c2ccccc2nc(SCc2nnc(-c3ccccc3Br)o2)n1-c1ccccc1	-3	-5	-10	30	1	26	23	2.2
CSCC(=O)N1CCC(n2nccc2NC(=O)CCc2ccccc2)CC1	-1	2	1	-10	-5	11	-4	1.2
CC1CN(CC(=O)N2CCc3[nH]c4ccccc4c3C2)CC(C)O1 (centres undefined)	-1	-10	-16	-17	2	-10	5	1.6
COc1ccc(/C=C/C(=O)N(Cc2ccccc2)c2ccccn2)cc1OC	-1	-12	-24	6	-1	15	-15	-1.1
COc1cc(CC(=O)Nc2ccc(S(=O)(=O)Nc3ncccn3)cc2)cc(OC)c1OC	-5	5	12	4	2	-16	10	0.3
O=C(/C=C/c1ccccc1[N+](=O)[O-])NCCCN1CCCC1=O	-4	-8	-8	11	-2	19	-9	-0.5
CCN(CC(=O)Nc1c(F)cccc1F)C(=O)CCc1nc2cc(S(=O)(=O)N(C)C)ccc2n1CC	-2	-2	20	3	-5	12	-4	-0.9
CCCS(=O)(=O)N1CCN(Cc2c[nH]c3ccccc23)CC1	-2	-2	-6	4	2	10	9	0.6
COc1cc(CNc2ccc3[nH]c(=O)[nH]c3c2)ccc1OCc1ccccc1	3	13	10	20	-5	5	9	2.0
